# Source: PubChem BioAssay
# M5 PAM: CHRM5 positive allosteric modulation; CHO-K1 hM5, Fluo-8 calcium, ACh EC20 PAM; 0% = ACh EC20, 100% = ACh EC100; activation, % at 3 µM; 0.3% of 360,000 active; AID 624038;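 active = activation above the run cutoff, the mean activation of all test compounds plus 3 SD, cut at about 18% in these data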
#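 Assay system: CHO-K1 hM5 cells / Incubation: Fluo-8 loading 80 min at 37 °C plus 30 min room temperature / Technique: Fluo-8 calcium dye fluorescence, kinetic read / Repeats: single replicate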
# CHRM1 agonist: human M1 muscarinic receptor agonism | activation, % at 3 µM | P11229 | 0.33% of 360,000 active | CHO-K1 hM1, Fluo-8 calcium fluorescence, agonist mode; 0% DMSO, 100% acetylcholine EC100 | AID 588814;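 active = activation above the run's mean compound activation plus 3 SD, cut at about 16% in these data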;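 also: peak over basal fluorescence ratio within a 140 s kinetic read after compound addition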
# Target sequence (P11229 whole entry, looked up): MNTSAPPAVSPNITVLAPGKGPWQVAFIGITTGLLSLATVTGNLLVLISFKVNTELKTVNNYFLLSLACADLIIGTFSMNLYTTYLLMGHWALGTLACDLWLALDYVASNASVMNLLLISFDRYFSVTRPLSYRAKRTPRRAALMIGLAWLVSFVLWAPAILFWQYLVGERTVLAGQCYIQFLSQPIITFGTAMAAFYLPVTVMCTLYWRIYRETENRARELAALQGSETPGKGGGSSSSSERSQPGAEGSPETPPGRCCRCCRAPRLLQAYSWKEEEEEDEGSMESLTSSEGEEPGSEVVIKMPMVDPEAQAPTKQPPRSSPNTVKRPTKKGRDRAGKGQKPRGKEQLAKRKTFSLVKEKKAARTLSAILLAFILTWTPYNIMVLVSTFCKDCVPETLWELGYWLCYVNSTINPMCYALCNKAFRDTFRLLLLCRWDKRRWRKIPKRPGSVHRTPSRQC
# CHRM4 antagonist: CHRM4 antagonism in calcium assay. P08173. CHO-hM4 cells, ACh EC80, Fluo-8 calcium fluorescence. inhibition, % at 3 µM. 0.73% of 360,000 active. AID 624125;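 active = inhibition above its plate's cutoff, the mean inhibition of sample wells plus 3 SD, cut at about 27% in these data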;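 also: 0% = acetylcholine EC80 with DMSO and 100% = DMSO without agonist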
# Target sequence (P08173 whole entry, looked up): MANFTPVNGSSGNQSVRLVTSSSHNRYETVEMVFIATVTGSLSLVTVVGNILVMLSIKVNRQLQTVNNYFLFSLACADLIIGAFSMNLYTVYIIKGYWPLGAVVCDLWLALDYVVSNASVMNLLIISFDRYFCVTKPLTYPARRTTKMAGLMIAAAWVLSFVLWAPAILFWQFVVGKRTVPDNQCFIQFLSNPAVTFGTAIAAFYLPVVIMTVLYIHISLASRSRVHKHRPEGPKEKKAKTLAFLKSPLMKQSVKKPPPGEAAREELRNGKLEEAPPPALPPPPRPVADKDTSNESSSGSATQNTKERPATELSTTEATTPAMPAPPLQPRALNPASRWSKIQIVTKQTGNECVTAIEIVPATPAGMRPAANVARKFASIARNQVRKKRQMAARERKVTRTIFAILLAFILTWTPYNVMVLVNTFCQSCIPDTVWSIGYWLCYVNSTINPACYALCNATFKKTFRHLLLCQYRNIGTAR
# M5 ag: agonists of human muscarinic M5 receptor (CHRM5); P08912; CHO-K1 hM5 cells, Fluo-8 calcium fluorescence; 0% DMSO wells, 100% maximal acetylcholine response; activation, % at 3 µM; 0.19% of 360,000 active; AID 624037;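 active = activation above the run's mean over test compounds plus 3 SD, cut at about 23% in these data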;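 also: signal is peak over basal fluorescence ratio across the kinetic read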
# CHRM1 antagonist: human CHRM1 antagonism; CHO-K1 hM1, Fluo-8 calcium fluorescence, ACh EC80 antagonist; inhibition, % at 3 µM; 1.3% of 360,000 active;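 active = percent inhibition above its own plate's cutoff, namely the mean of that plate's compound wells plus 3 SD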;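 also: peak over basal fluorescence ratio during 140 s after agonist addition; 0% = ACh EC80 plus DMSO and 100% = DMSO alone without agonist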
# CHRM4 agonist: agonists of human muscarinic M4 receptor (CHRM4) | AID 624127 | CHO-K1 hM4/Gqi5, Fluo-8 calcium fluorescence; vehicle 0%, full acetylcholine response 100% | 0.14% of 360,000 active | activation, % at 3 µM | P08173;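 active = activation above the run mean over all test wells plus 3 SD, cut at about 32% in these data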;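 also: peak over basal fluorescence ratio per well then scaled between controls; 0% = DMSO wells and 100% = acetylcholine at EC100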
# CHRM1 PAM: human CHRM1 positive allosteric modulation. P11229. CHO-K1 hM1, Fluo-8 calcium fluorescence, ACh EC20; 0% = ACh EC20, 100% = maximal ACh. activation, % at 3 µM. 0.088% of 360,000 active; in the data active = activation above about 19%, passing the limit was not always enough
# M5 antag: blocks acetylcholine activation of human M5 receptor. P08912. CHO-hM5 cells, Fluo-8 calcium fluorescence, ACh EC80. inhibition, % at 3 µM. 0.59% of 360,000 active. AID 624040;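 active = inhibition above a per-plate cutoff, the mean of that plate's test compounds plus 3 SD, cut at about 27% in these data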;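 also: 0% = acetylcholine EC80 with DMSO and 100% = DMSO without agonist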
# TAAR1 ag: agonists of human TAAR1. Q96RJ0. CHO RD-HGA16 TAAR1, Fluo-8 calcium fluorescence; vehicle wells 0%, saturating PEA agonist 100%. activation, % at 3 µM. 0.99% of 360,000 active. AID 624467;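 active = activation above the mean activation of all test compounds in the run plus 3 SD, cut at about 38% in these data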
#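 System: CHO-derived RD-HGA16 cells with stable Gα16 and human TAAR1. Times: 17-24 h plating, Fluo-8 75 min 37 °C, 30 min RT. Measured by: calcium-sensitive Fluo-8 signal, excitation 470-495, emission 515-575 nm. Read-out basis: % activation relative to PEA EC100 response. Control set: DMSO and PEA EC100. Repeats: no replicates (n 1).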
# The depositor's hits bear a star. Not all compounds are listed, so the mix of outcomes need not match the whole.
# Codes: A = M5 PAM; B = CHRM1 agonist; C = CHRM4 antagonist; D = M5 ag; E = CHRM1 antagonist; F = CHRM4 agonist; G = CHRM1 PAM; H = M5 antag; I = TAAR1 ag
> Cc1ccc(C(=O)NNC2=NC(C)(C)Cc3ccccc32)cc1
  A: 14.8	B: -3.9	C: 8.4	D: 1.8	E: -10.4	F: 1.0	G: 5.7	H: -5.7	I: -0.5

> CC(=O)c1cccc(CN2CCCC(CCC(=O)NCc3ccc(C)o3)C2)c1 (stereo unspecified)
  A: -1.5	B: -13.9	C: 1.3	D: -6.8	E: -5.2	F: -0.2	G: -7.0	H: 4.8	I: 9.1

> CCCn1c2c(c(O)c(C(=O)Nc3ccc(OCC)cc3)c1=O)CCCC2
  A: 3.2	B: -0.9	C: 1.6	D: 2.2	E: -15.4	F: 0.3	G: 10.5	H: -4.8	I: 9.7

> N#Cc1c(C#N)c(O)c2ccccc2c1O
  A: -4.3	B: -3.9	C: -1.9	D: -1.6	E: -6.6	F: 1.1	G: 2.7	H: 13.2	I: 7.5

> COc1cccc(SCc2noc(C(=O)NCCCN3CCOCC3)c2C(=O)NCCCN2CCOCC2)c1
  A: 9.1	B: -9.4	C: -6.6	D: -0.1	E: -8.5	F: 1.5	G: 4.9	H: -0.2	I: 5.2

> Cn1nc(-c2ccccc2)c(CSc2cccc(Cl)c2)c1Cl
  A: 2.2	B: -4.6	C: 0.6	D: -3.4	E: 0.9	F: -1.9	G: -0.2	H: -0.4	I: 6.1

> Cc1ccc(S(=O)(=O)N2C[C@H]3n4c(=O)ccc(=O)n4C[C@H](OC(=O)NC4CCCC4)[C@@]3(O)C2)cc1
  A: 5.7	B: -6.0	C: -0.5	D: 0.5	E: -17.3	F: 0.2	G: 5.8	H: -12.9	I: 1.5

> CC(C)(C)c1cccc(OCCCSc2ncccn2)c1
  A: 2.5	B: -5.2	C: -0.6	D: -2.4	E: -2.8	F: -3.1	G: 6.9	H: -3.7	I: 5.3

> Nc1ncnc2c1ncn2[C@@H]1O[C@H](CNC(=O)[C@@H](N)Cc2ccccc2)[C@@H](O)[C@H]1O
  A: -0.6	B: -2.0	C: -8.4	D: 2.1	E: -6.2	F: 1.1	G: 3.6	H: -6.1	I: 1.2

> Cc1nc(N)ncc1Sc1ccccc1
  A: -4.7	B: -0.9	C: 0.9	D: -3.7	E: -21.7	F: 1.2	G: 16.9	H: 11.7	I: 0.8

> Cn1c(Cn2nnc3ccccc32)nnc1SCC(N)=O
  A: 2.6	B: -3.9	C: 6.0	D: 3.3	E: 21.5	F: 1.3	G: -10.5	H: -3.1	I: 0.7

> CCOC(=O)C1(C)CCCN(C(=O)c2ccc(N(C)C)cc2)C1 (stereo unspecified)
  A: 1.9	B: -6.1	C: -5.3	D: -1.1	E: -6.9	F: 0.4	G: 2.5	H: -3.4	I: 0.0

> CCOC(=O)c1sc2nc(CC(=O)OC)nc(N(C)CCc3ccccn3)c2c1C
  A: -9.9	B: -10.0	C: 0.1	D: -0.1	E: -1.1	F: 8.4	G: 0.7	H: 13.4	I: 3.0

> CCN(CC)C(C(=O)Nc1ccc(C(C)C)cc1)c1ccc2c(c1)OCO2 (stereo unspecified)
  A: 6.0	B: -4.5	C: -13.4	D: -5.9	E: -2.7	F: 1.8	G: 2.6	H: -4.3	I: 14.8

> COC(=O)Nc1ccccc1C(=O)N1CCN(c2ccc(C)cc2)CC1
  A: 1.2	B: -0.3	C: -17.6	D: -1.5	E: -16.9	F: 1.1	G: 7.2	H: -4.4	I: -0.6

> CC(=O)c1ccc(N2CCN(S(=O)(=O)c3c(C)[nH]c(=O)[nH]c3=O)CC2)cc1
  A: -2.0	B: -3.3	C: 1.3	D: -2.6	E: -9.3	F: 0.7	G: 7.3	H: -1.8	I: 7.3

> Cc1ccc(S(=O)(=O)N2CCC(C)CC2)cc1[N+](=O)[O-]
  A: 6.1	B: -9.3	C: -8.3	D: -2.2	E: -8.1	F: 1.2	G: 11.8	H: -7.6	I: 3.4

> O=C(C1CCCN1S(=O)(=O)c1cccc2nsnc12)N1CCN(c2ccc(F)cc2)CC1 (stereo unspecified)
  A: -1.4	B: 2.0	C: -22.5	D: -1.5	E: -18.4	F: 8.3	G: 18.9	H: 9.8	I: 7.0

> Cc1ccc(C(=S)N2CCCCCC2)cc1
  A: -0.1	B: -7.7	C: 7.6	D: -5.1	E: -12.1	F: -1.4	G: 7.9	H: 7.5	I: -3.4

> O=C(CSc1nccc(=O)[nH]1)N1c2ccccc2CCc2ccccc21
  A: 0.8	B: -3.3	C: 0.1	D: 1.9	E: -12.4	F: -1.2	G: 2.3	H: 6.6	I: 17.9

> CC(=O)c1cc2c(cc1NS(=O)(=O)c1ccc(C)cc1)OCCO2
  A: -0.1	B: -3.8	C: 2.7	D: -8.6	E: 2.5	F: 0.8	G: -1.6	H: -11.7	I: 5.4

> O=C1/C(=C/c2c[nH]c3ccccc23)CCC/C1=C\c1c[nH]c2ccccc12
  A: -6.0	B: 1.1	C: 16.6	D: 3.1	E: 11.2	F: 7.3	G: 1.8	H: 12.3	I: 11.5

> Cc1ccc(CNC(=O)C2CC(c3ccc([N+](=O)[O-])cc3)=NO2)cc1 (stereo unspecified)
  A: 4.1	B: -4.1	C: 2.1	D: -2.7	E: -2.1	F: 2.0	G: 4.1	H: 13.0	I: 1.8

> CCN1CCN(S(=O)(=O)c2ccc(Cl)c(C(=O)N(C)Cc3ccccc3)c2)CC1
  A: -4.1	B: 1.0	C: 0.0	D: -1.9	E: -4.8	F: 2.6	G: 14.9	H: 10.6	I: 1.6

> CN(C(=O)c1cccc(NC(=O)Cc2ccc(NC(=O)C3CCCN(C(=O)C4CCCCC4)C3)cc2)c1)C1CCC1 (stereo unspecified)
  A: 2.1	B: -4.2	C: -10.6	D: 0.2	E: -13.0	F: -1.6	G: 5.0	H: -6.3	I: -1.4

> CCCCN(C(=O)c1cc(S(=O)(=O)N2CCCCCC2)ccc1OC)c1ccccc1
  A: -0.9	B: -6.1	C: -1.2	D: -6.2	E: 4.8	F: -0.3	G: -0.9	H: -0.3	I: 0.3

> CN(C(=O)COC(=O)c1ccc(Cl)c(S(=O)(=O)NCc2ccccc2)c1)C1CCS(=O)(=O)C1 (stereo unspecified)
  A: 0.9	B: -1.8	C: -8.1	D: -0.1	E: -3.8	F: 0.0	G: 1.1	H: 7.7	I: -0.1

> Cc1ccc(OCCCCn2ccnc2C)c(C)c1
  A: -17.0	B: -7.0	C: -6.5	D: -11.7	E: 9.7	F: 13.2	G: -8.2	H: 7.0	I: 5.0

> CC1Cc2cc(/C(O)=C3\C(=O)C(=O)N(CCN4CCOCC4)C3c3ccccc3F)ccc2O1 (stereo unspecified)
  A: 2.4	B: -7.9	C: 5.0	D: -8.4	E: -30.4	F: 1.0	G: 11.5	H: 6.8	I: 6.1

> Cc1ccccc1C(=O)NC(C)C(c1cccs1)N1CCOCC1 (stereo unspecified)
  A: 0.7	B: -2.8	C: -10.9	D: 0.1	E: -7.8	F: 1.0	G: 6.4	H: -4.4	I: -0.2

# Just TAAR1 ag and CHRM4 agonist, for some of the entries so far:
mol	TAAR1 ag	CHRM4 agonist
Cn1c(Cn2nnc3ccccc32)nnc1SCC(N)=O	0.7	1.3
CCOC(=O)C1(C)CCCN(C(=O)c2ccc(N(C)C)cc2)C1 (stereo unspecified)	0.0	0.4
CCOC(=O)c1sc2nc(CC(=O)OC)nc(N(C)CCc3ccccn3)c2c1C	3.0	8.4
CCN(CC)C(C(=O)Nc1ccc(C(C)C)cc1)c1ccc2c(c1)OCO2 (stereo unspecified)	14.8	1.8

# Next part
# Codes: A = M5 PAM; B = CHRM1 agonist; C = CHRM4 antagonist; D = M5 ag; E = CHRM1 antagonist; F = CHRM4 agonist; G = CHRM1 PAM; H = M5 antag; I = TAAR1 ag
> CSCCNC(=O)c1cccc(Cl)c1
  A: 1.6	B: -5.2	C: 4.8	D: -2.3	E: 0.1	F: 1.7	G: -0.1	H: 4.9	I: 1.7

> Cn1ccc(C(=O)NC(=S)Nc2ccc([N+](=O)[O-])cc2O)n1
  A: -2.8	B: -2.3	C: -10.4	D: -1.1	E: -6.4	F: 0.9	G: 3.9	H: 5.1	I: -0.9

> COc1ccc(C(C)=O)c(Oc2cc(NN3CCCCC3)c([N+](=O)[O-])cc2[N+](=O)[O-])c1
  A: 7.1	B: -2.5	C: 1.8	D: 10.6	E: 8.4	F: 2.8	G: 0.2	H: -13.0	I: 11.2

> O=C(COC(=O)c1ccc(O)cc1O)NC1CCCCCC1
  A: -7.1	B: 1.3	C: 1.6	D: 5.8	E: -1.9	F: 1.9	G: 5.4	H: 4.2	I: 10.7

> C=CCN(C)NC(=S)Nc1ccccc1
  A: -4.2	B: -5.7	C: 4.9	D: -1.3	E: 1.8	F: 1.2	G: 0.3	H: 3.7	I: 2.5

> COc1ccc(S(=O)(=O)N2c3ccccc3OCC2CC(=O)O)cc1 (stereo unspecified)
  A: -5.2	B: -3.3	C: 7.5	D: 1.1	E: -1.6	F: 17.1	G: 4.2	H: 10.7	I: 1.9

> COc1ccc(NC(=O)CNc2cc(S(=O)(=O)N3CCOCC3)ccc2N2CCOCC2)c(OC)c1
  A: -6.4	B: -3.7	C: -24.8	D: -2.7	E: -8.3	F: 1.6	G: 3.3	H: 14.3	I: 7.1

> N#Cc1ccccc1Cn1c(=O)n(-c2ccc(CC(=O)NCc3ccco3)cc2)c(=O)c2sccc21
  A: -2.4	B: -2.2	C: -25.0	D: -1.7	E: -5.6	F: 0.7	G: 4.7	H: -3.4	I: -0.4

> CC1(C)CC(CCC(=O)NC(=S)Nc2ccccc2Cl)C(=O)O1 (stereo unspecified)
  A: -2.3	B: -11.2	C: -0.5	D: -3.6	E: -3.8	F: 2.3	G: 6.7	H: 3.5	I: 3.0

> Cc1cc(C(=O)CN2C(=O)NC3(CCCc4sccc43)C2=O)c(C)n1-c1ccc(Cl)cc1 (stereo unspecified)
  A: -5.5	B: -9.6	C: -2.1	D: -4.9	E: 2.8	F: -0.7	G: -9.6	H: 9.5	I: 3.3

> CCOC(=O)C1=CC[C@@H](c2ccccc2)N(S(=O)(=O)c2ccc(C)cc2)[C@H]1/C=C/c1ccccc1
  A: -5.3	B: -5.1	C: -8.5	D: 0.5	E: -0.7	F: 0.9	G: 3.1	H: 3.9	I: 3.4

> Cc1ccccc1NC(=O)CN1C(=O)COc2ccc(Cl)cc21
  A: -1.3	B: -3.0	C: -6.0	D: 0.3	E: -1.7	F: 0.6	G: -3.1	H: -0.1	I: -0.1

> CS(=O)(=O)c1cnc(-c2ccccc2)nc1-c1ccc(Cl)c(Cl)c1
  A: 3.4	B: -3.4	C: 8.7	D: -1.1	E: 4.4	F: 0.5	G: 6.0	H: 3.2	I: 4.0

# Shown with two lines to a compound: part of the list above.
# Under each structure: M5 PAM | CHRM1 agonist | CHRM4 antagonist | M5 ag | CHRM1 antagonist | CHRM4 agonist | CHRM1 PAM | M5 antag | TAAR1 ag
> COc1ccc(S(=O)(=O)N2c3ccccc3OCC2CC(=O)O)cc1 (stereo unspecified)
    -5.2 | -3.3 | 7.5 | 1.1 | -1.6 | 17.1 | 4.2 | 10.7 | 1.9
> Cc1ccccc1NC(=O)CN1C(=O)COc2ccc(Cl)cc21
    -1.3 | -3.0 | -6.0 | 0.3 | -1.7 | 0.6 | -3.1 | -0.1 | -0.1
